Source: PubChem (several laboratories)
MEKK3 PB1 HTS – modulators (inhibitors or enhancers) of MEK5 binding to human MEKK3 PB1 domain; 290,000 compounds, 1.4% hits; Q99759; AID 1529; binding response (% of control), % at 10 µM; bead-based flow cytometry, Alexa488-MEK5 binding to MEKK3; actives lie on both sides; 0 = blocked by unlabeled MEK5, 100 = vehicle;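 active = binding response more than 3 SD above or below the average of its plate-row segment, actives on both sides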;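 also: Alexa488 bead fluorescence after subtracting the streptavidin-only scavenger bead signal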
Target sequence (Q99759 whole entry, looked up, the tested form may be a part): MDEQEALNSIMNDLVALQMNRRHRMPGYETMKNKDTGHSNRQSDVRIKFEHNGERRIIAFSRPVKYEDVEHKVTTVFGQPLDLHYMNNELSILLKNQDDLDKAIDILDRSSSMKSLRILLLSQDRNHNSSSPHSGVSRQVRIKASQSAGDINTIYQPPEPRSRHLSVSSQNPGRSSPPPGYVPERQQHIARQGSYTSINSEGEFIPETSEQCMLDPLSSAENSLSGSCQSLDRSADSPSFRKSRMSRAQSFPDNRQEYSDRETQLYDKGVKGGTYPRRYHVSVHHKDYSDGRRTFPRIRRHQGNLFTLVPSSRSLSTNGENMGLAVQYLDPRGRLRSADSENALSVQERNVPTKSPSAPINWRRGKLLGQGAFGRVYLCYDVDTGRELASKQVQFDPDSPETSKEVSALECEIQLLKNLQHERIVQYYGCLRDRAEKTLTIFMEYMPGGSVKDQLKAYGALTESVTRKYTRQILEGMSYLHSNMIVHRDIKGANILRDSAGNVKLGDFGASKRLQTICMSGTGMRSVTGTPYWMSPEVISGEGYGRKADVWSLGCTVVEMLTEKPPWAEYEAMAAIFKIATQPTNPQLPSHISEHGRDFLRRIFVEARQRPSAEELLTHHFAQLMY
MEKK2 WT-MEK5 – raises or lowers MEK5 binding to wildtype human MEKK2 PB1 domain | Q9Y2U5 | bead flow cytometry, Alexa488-MEK5 binding to MEKK2 WT; actives lie on both sides | binding response (% of control), % at 10 µM | 290,000 compounds, 1.1% hits; in the data active = binding response below about 67% or above about 130%
PfM18AAP inh – PfM18AAP enzyme inhibition. recombinant PfM18AAP, H-Glu-NHMec fluorogenic cleavage. inhibition, % at 7.35 µM. 290,000 compounds, 1.2% hits;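 active = inhibition above the campaign mean inhibition over all tested compounds plus 3 SD, cut at about 28% in these data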;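 also: 0% = plate median of test compound wells and 100% = 2 mM ZnCl2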
PHOSPHO1 block – PHOSPHO1 (human) inhibition | Q8TCT1 | recombinant PHOSPHO1, absorbance phosphatase assay | inhibition, % at 13.3 µM | 290,000 compounds, 1.1% hits; in the data active = inhibition above about 60%
OXTR ag – activates the human oxytocin receptor; P30559; CHO-OTR cells, Fluo-8 calcium fluorescence; normalized: DMSO 0%, oxytocin 100%; activation, % at 3 µM; 320,000 compounds, 0.32% hits; AID 2435;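 active = activation above the mean of all tested compounds plus 3 SD, cutoff set per screening run, cut at about 20% in these data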;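 also: peak over basal fluorescence ratio from a 100 s FLIPR kinetic read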
Target sequence (P30559 whole entry, looked up): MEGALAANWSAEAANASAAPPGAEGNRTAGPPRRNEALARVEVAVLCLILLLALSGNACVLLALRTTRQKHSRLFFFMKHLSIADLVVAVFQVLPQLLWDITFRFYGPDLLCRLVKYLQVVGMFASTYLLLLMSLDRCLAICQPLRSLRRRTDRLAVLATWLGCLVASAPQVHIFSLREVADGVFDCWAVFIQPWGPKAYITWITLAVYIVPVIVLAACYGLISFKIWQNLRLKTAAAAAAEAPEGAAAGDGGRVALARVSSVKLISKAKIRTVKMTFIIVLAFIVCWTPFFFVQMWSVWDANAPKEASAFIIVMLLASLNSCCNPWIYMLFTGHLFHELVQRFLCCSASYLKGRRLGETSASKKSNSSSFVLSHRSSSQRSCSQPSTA
NALP1 inh – inhibitors of NALP1 inflammasome in yeast; AID 2071; S. cerevisiae NALP1/ASC/caspase-1 growth, X-gal OD620, 72 h; 280,000 compounds, 0.61% hits; inhibition, % at 10 µM; in the data active = inhibition mostly above about 24%, no sharp cut-off; inactive = mostly below about 32%; also: some compounds called inactive have numbers as strong as hits
MEKK2mut PB1 HTS – signal of MEK5 binding to mutant human MEKK2 PB1 domain; 290,000 compounds, 0.35% hits; percent response, % at 10 µM; bead flow cytometry, Alexa488-MEK5 binding to MEKK2 mutant; AID 1530; in the data active = percent response above about 24%, passing the limit was not always enough; also: inactives centre near 1; some results filed as inactive read as strong as hits; reference of the scale not given here
DNA FID counter – displaces DNA intercalator in HCV helicase counter-screen. DNA fluorescent intercalator displacement, fluorescence. inhibition, % at 7.9 µM. AID 1845. 290,000 compounds, 0.17% hits; in the data active = inhibition above about 37%;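 also: 0% = vehicle and 100% = reference compound; higher means more ethidium bromide displaced from hairpin DNA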
GPR7 antag – antagonists of human GPR7 (neuropeptides B/W receptor 1); P48145; GPR7-expressing cells, fluorescence antagonist assay; inhibition, % at 4.4 µM; 290,000 compounds, 1.1% hits; AID 1861; in the data active = inhibition above about 16%, passing the limit was not always enough;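 also: cells stimulated with the agonist NPW; 0% = agonist with vehicle and 100% = vehicle without agonist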
The depositor's hits bear a star; . = not tested or not shown; [ ] = dose if it differs, or a comment.

SMILES | OXTR ag | GPR7 antag | PfM18AAP inh | DNA FID counter | MEKK2 WT-MEK5 | PHOSPHO1 block | NALP1 inh | MEKK3 PB1 HTS | MEKK2mut PB1 HTS
Cc1ccc(-c2noc(CN(C(=O)c3ccc4c(c3)OCO4)C(C)C)n2)cc1 | 0.1 | 15 | 2 | -30 | 97 | -6 | 18 | 102 | -3
Cc1nc(NC(=O)CSc2nnc(C)n2CC2CCCO2)sc1C (stereo unspecified) | 0.0 | -8 | -6 | -5 | 104 | 6 | 0 | 105 | 1
COc1ccc(-c2nnc(SCc3nnc(-c4ccccc4)o3)n2-c2ccccc2)cc1 | -0.6 | -9 | -8 | 2 | 101 | -6 | 38 | 101 | 2
CN1CCN(C(=O)c2cc3nc(-c4ccco4)cc(C(F)(F)F)n3n2)CC1 | 0.9 | -11 | 2 | -8 | 89 | 37 | 10 | 104 | -12
Cc1nc(NCCN2CCOCC2)c2nnn(Cc3c(F)cccc3Cl)c2n1 | 0.5 | -1 | 8 | 2 | 94 | -9 | 12 | 93 | -4
COc1cc(/C=N/NC(=O)c2c(C)nnn2-c2nonc2N)ccc1O | 0.9 | 1 | -3 | -2 | 102 | 18 | -2 | 99 | 0
Cc1ccccc1OCC(O)CNC1CCCC1 (stereo unspecified) | 1.6 | 20 | -5 | 8 | 106 | 36 | 25 | 102 | 1
Cc1cccc(Nc2ncc3c(n2)CC(C)CC3=O)c1 (stereo unspecified) | -2.0 | 9 | -3 | -5 | 100 | -12 | 0 | 103 | 2
COc1cc(C(=O)Nc2ccc(S(=O)(=O)Nc3cnc4ccccc4n3)cc2)cc(OC)c1OC | 0.6 | -18 | -8 | -40 | 104 | 35 | 2 | 105 | 7
COc1c2ccoc2cc2oc(C)cc(=O)c12 | 2.7 | . | . | . | 111 | . | . | 108 | 6
O=C1CC(/C=C/c2cccnc2)=Nc2ccccc2N1 | 0.0 | 2 | 10 | -3 | 98 | 11 | 12 | 102 | -7
COc1ccc(CN2CCNC(=O)C2CC(=O)N(C)Cc2ccon2)c(OC)c1 (stereo unspecified) | 0.0 | -2 | 1 | -1 | 82 | 28 | 14 | 92 | -9
Cc1nn(C)c(C(=O)Nc2ccc(Cn3cccn3)cc2)c1[N+](=O)[O-] | 0.5 | -3 | 0 | -1 | . | 9 | 19 | . | .
CC(=O)Nc1ccc(S(=O)(=O)/N=C2\SCCN2S(=O)(=O)c2ccc(NC(C)=O)cc2)cc1 | -0.8 | 2 | -2 | 1 | . | . | . | . | .
Cc1cc(C)c(S(=O)(=O)Nc2ccnc(-c3cccnc3)n2)c(C)c1 | 0.2 | -10 | -1 | -17 | 103 | -15 | -10 | 106 | -5
N=c1c2c(-c3ccccc3)c(-c3ccccc3)n(Cc3ccco3)c2ncn1CCCn1ccnc1 | -0.8 | -5 | -6 | 30 | 111 | -3 | 35 | 103 | 2
Cc1cc(=O)oc2cc(NC(=O)CCCC(=O)O)ccc12 | 0.0 | 19 | -2 | 5 | . | 18 | -18 | . | .
Cc1ccc(N=C2NC(=O)/C(=C\c3cccs3)S2)cc1C | 0.3 | 7 | -17 | -6 | 99 | -10 | 30 | 104 | -1
CC(=O)Nc1ccc(S(=O)(=O)N2CCN(C(=O)c3cccnc3)CC2)cc1 | 0.5 | 11 | -3 | -1 | 98 | 24 | 12 | 96 | -1
O=c1[nH]c2ccc(S(=O)(=O)N3CCCCC3)cc2[nH]1 | 0.5 | -12 | 5 | -2 | 102 | 9 | 0 | 102 | -1
COc1ccc(-c2nnnn2CCc2ccccc2)cc1 | -0.2 | -5 | 7 | -5 | 95 | 2 | 31 | 90 | -3
COc1ccccc1NC(=O)c1ccc(-c2ccccc2[N+](=O)[O-])o1 | -0.4 | -15 | 5 | -8 | 106 | 21 | 13 | 101 | 0
CC(C)(C)n1ncc2c(=O)n(CC(=O)N3CCCCC3)cnc21 | 0.0 | -15 | 1 | -3 | 94 | 34 | 20 | 97 | -5
Cc1cccc(NC(=S)NCC(c2ccccc2)N(C)C)c1 (stereo unspecified) | 0.6 | -16 | 0 | 3 | 102 | -1 | 11 | 100 | 5
CC(=O)c1nn(-c2cccc(Br)c2)cc1C(=O)c1cccc2ccccc12 | 1.1 | -1 | 16 | 1 | 92 | -26 | 9 | 100 | -3
O=C(O)CCn1cc(/C=C/C(=O)c2ccc(Cl)cc2)c(-c2ccc(Br)cc2)n1 | -0.8 | 13 | 7 | 4 | 98 | -7 | 38 | 101 | 5
CCNC(=S)N(CCc1c(C)[nH]c2ccc(Cl)cc12)Cc1ccco1 | 0.8 | 24* | 0 | -7 | 118 | -5 | 10 | 106 | 0
CC(=O)NC(=S)Nc1ccc2oc(-c3cc(F)c(F)cc3Cl)nc2c1 | -0.9 | -5 | 0 | 1 | 88 | 45 | 5 | 98 | -7
Cc1ccccc1N1C(=O)CC(N2CCC(C(N)=O)CC2)C1=O (stereo unspecified) | 1.0 | -16 | -60 | -3 | 105 | -4 | 10 | 98 | 2
O=C(c1ccc(=O)[nH]c1)N(Cc1cccs1)C1(C(=O)NC2CCCC2)CCCCC1 | -0.5 | 3 | -2 | -34 | 99 | 6 | 23 | 101 | 0

Arranged by SMILES length (falling): some entries from above
SMILES | OXTR ag | GPR7 antag | PfM18AAP inh | DNA FID counter | MEKK2 WT-MEK5 | PHOSPHO1 block | NALP1 inh | MEKK3 PB1 HTS | MEKK2mut PB1 HTS
CC(=O)NC(=S)Nc1ccc2oc(-c3cc(F)c(F)cc3Cl)nc2c1 | -0.9 | -5 | 0 | 1 | 88 | 45 | 5 | 98 | -7
CC(C)(C)n1ncc2c(=O)n(CC(=O)N3CCCCC3)cnc21 | 0.0 | -15 | 1 | -3 | 94 | 34 | 20 | 97 | -5
Cc1cc(=O)oc2cc(NC(=O)CCCC(=O)O)ccc12 | 0.0 | 19 | -2 | 5 | . | 18 | -18 | . | .

Next compounds follow:
SMILES | OXTR ag | GPR7 antag | PfM18AAP inh | DNA FID counter | MEKK2 WT-MEK5 | PHOSPHO1 block | NALP1 inh | MEKK3 PB1 HTS | MEKK2mut PB1 HTS
COCCCn1c(=S)[nH]c(C)c(C)c1=O | 0.0 | -1 | 4 | -11 | 91 | 21 | 18 | 93 | -17
COc1ccc(NC(=O)CCCSc2nc(-c3ccco3)cc(C(F)(F)F)n2)cc1OC | -0.8 | -8 | -1 | -3 | 100 | -4 | -65 | 106 | 6
O=C(Nc1cccc(C(=O)N2CCN(c3ccccc3)CC2)c1)c1ccco1 | 0.7 | 10 | 4 | -33 | 88 | 56 | 15 | 95 | -8
COc1ccc(NC(=O)CC2C(=O)NCCN2C(=O)c2ccc(N(C)C)cc2)cc1 (stereo unspecified) | 0.1 | -17 | -4 | -10 | 88 | 1 | 8 | 87 | -19
COc1ccccc1C(=O)OC1CCCN(C)C1 (stereo unspecified) | 0.4 | -6 | -1 | -7 | 105 | 28 | -1 | 103 | 6
O=C(Nc1ccc(Nc2ccccc2)cc1)c1c(F)c(F)c(F)c(F)c1F | 3.7 | 24 | 4 | 7 | 104 | 19 | 27 | 103 | 0
CCOc1ccccc1NC(=O)c1cc(C(=O)c2cc(OC)ccc2O)coc1=N | 0.7 | 2 | -16 | -14 | 104 | -10 | 24 | 104 | -1
CC1Cc2nc(SCC(=O)NCc3ccco3)n(-c3ccccc3)c(=O)c2S1 (stereo unspecified) | -1.6 | -7 | 5 | -3 | 108 | -6 | 23 | 110 | 9
Cc1cc(/C=N/n2cnnc2)c(C)n1-c1ccc(OCc2ccc(Cl)cc2Cl)cc1 | 3.2 | -2 | 1 | -10 | 108 | -3 | -4 | 114 | 4
CCOC(=O)Cc1cc(=O)n2[nH]c(C(C)(C)C)cc2n1 | -0.3 | -3 | -1 | -1 | 101 | -13 | 7 | 101 | 5
N#CCSc1nc2ccccc2o1 | 1.9 | 3 | -4 | -3 | 96 | 6 | -6 | 95 | -8
O=C(O)/C(=N/NC(=O)c1ccc(Cl)cc1)c1ccccc1 | -1.2 | -8 | -1 | -4 | 92 | 37 | 13 | 97 | -2
CC[C@@H](C)[C@H](NC(=O)Cc1c(C)c2c(cc(C)c3c(C)coc32)oc1=O)C(=O)O | . | -9 | -4 | -26 | 106 | 28 | 19 | 107 | 7
C=CCn1cccc(C(=O)Nc2ccc(OC)cc2OC)c1=O | -1.4 | -1 | -11 | -17 | 108 | 16 | -4 | 122 | 0
COc1ccc(CCNC(=O)COC(=O)c2ccc(N3CCCC3=O)cc2)cc1 | -0.2 | -9 | -6 | -20 | 75 | -4 | 9 | 83 | -15
CC(=O)C1=C(O)CC(c2ccccc2)CC1=NCCc1c(C)[nH]c2ccccc12 (stereo unspecified) | -0.9 | -2 | -11 | -6 | 104 | -9 | 22 | 118 | 8
CN1CCN(c2ccc(S(=O)(=O)N3CCCCC3)cc2NC(=O)c2ccc3ccccc3c2)CC1 | 2.0 | 3 | -9 | 21 | 131 | 22 | 15 | 115 | 10
Cc1cccnc1NC1OC(=O)c2ccccc21 (stereo unspecified) | -0.1 | -7 | 5 | -4 | 109 | -12 | 5 | 105 | 5
CCC1(CC)C(=O)N(C)C(=O)NC1=Nc1ccccc1 | -0.1 | -14 | -6 | -2 | 97 | 22 | -2 | 96 | -2
O=C(/C(=C/c1cccc(Cl)c1)c1nc2ccccc2[nH]1)c1ccccc1 | -1.5 | 6 | 0 | -2 | 104 | 9 | 15 | 98 | 6
O=C(CSc1nc2ccc(N3CCOCC3)cc2c(=O)n1CCc1ccccc1)NCC1CCCO1 (stereo unspecified) | -0.9 | 3 | 8 | -16 | 86 | 0 | -2 | 93 | -11
Cc1ccc(-c2cc(C(=O)N3CCOCC3)c3cc(C)ccc3n2)cc1 | -1.8 | -4 | -14 | -31 | 96 | 12 | 2 | 99 | -4
O=C(NCc1cccnc1)c1nn2cccnc2c1Cl | 1.1 | -2 | -11 | -2 | 97 | 23 | -11 | 99 | 0
O=[N+]([O-])c1ccc(-c2cnc(SC(c3ccccc3)c3ccccc3)[nH]2)cc1 | -2.0 | 18 | -1 | 9 | 124 | 21 | 27 | 102 | 26
CC(C)c1cc(CN2CCN(Cc3ccc(F)c(F)c3)C(CCO)C2)[nH]n1 (stereo unspecified) | 0.9 | 14 | -13 | -4 | 94 | 24 | -6 | 93 | -5
Cn1c(CCN2CCN(c3ccc(F)cc3)CC2)nc2cc(NC(=O)c3ccco3)ccc21 | 0.0 | -9 | -2 | -11 | 104 | 13 | -1 | 103 | 7
CCOc1ccccc1C1c2[nH]c3ccccc3c2C[C@H]2C(=O)N(C3CCN(Cc4ccccc4)CC3)CC(=O)N12 (stereo partly specified) | . | 18 | -7 | 6 | 118 | 44 | 27 | 106 | 11
Nc1ccc(Oc2ccc(Br)cc2)cc1 | 1.3 | 1 | 6 | -1 | 97 | 7 | . | 72*[inhibitor] | -1
O=C(NCc1ccc(F)cc1)C1CCCN1S(=O)(=O)c1cccc2nsnc12 (stereo unspecified) | 2.0 | -3 | 4 | -19 | 105 | 30 | -13 | 102 | 5
O=C(NCCNC(=O)c1cc(OCC(F)(F)F)ccc1OCC(F)(F)F)Nc1cccc(C(F)(F)F)c1 | 3.4 | 21* | 0 | -14 | 142* | 2 | 7 | 103 | 11

Not a hit list, and some 6.2% of all compounds hit somewhere here.
